CXCR6 inh – blocks human CXCR6 beta-arrestin recruitment. inhibition, % at 20 µM. O00574. CHO-K1 PathHunter CXCR6 beta-arrestin, luminescence. 360,000 compounds, 0.36% hits; in the data active = inhibition above about 34%, passing the limit was not always enough;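 note: antagonist mode with CXCL16 agonist at 10 nM final; 0% = 10 nM CXCL16 with DMSO and 100% = unstimulated wells without agonist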
Target sequence (O00574 whole entry, looked up): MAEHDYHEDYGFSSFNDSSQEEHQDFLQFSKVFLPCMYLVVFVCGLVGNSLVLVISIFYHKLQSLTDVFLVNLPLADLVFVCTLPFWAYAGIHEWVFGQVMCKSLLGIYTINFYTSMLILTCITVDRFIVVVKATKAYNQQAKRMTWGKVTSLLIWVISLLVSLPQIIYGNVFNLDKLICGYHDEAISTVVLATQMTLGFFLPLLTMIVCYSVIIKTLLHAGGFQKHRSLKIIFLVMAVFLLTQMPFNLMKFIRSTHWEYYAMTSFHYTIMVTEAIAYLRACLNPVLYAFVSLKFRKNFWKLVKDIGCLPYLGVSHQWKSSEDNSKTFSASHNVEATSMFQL
XBP1 UPR activ – activators of adaptive arm of unfolded protein response (XBP1) | 330,000 compounds, 0.33% hits | CHO-XBP1 luciferase reporter, IRE1-XBP1 UPR activation, luminescence; percent of tunicamycin response, DMSO as zero | activation, % at 20 µM;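 active = versus positive control, 20 µM dose yields 30% or more activation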;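 note: 100% = tunicamycin at 10 µg/mL and 0% = DMSO only wells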
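Signal: luciferase luminescence; Assay system: CHO-XBP1 luciferase reporter cells; Amount: one thousand reporter cells per well; Dosing: 20 µM single concentration, DMSO 1%; Benchmarks: high control tunicamycin 10 µg/mL final, low control DMSO vehicle only; Schedule: 6 h compound exposure at 37 °C, 5% CO2; Evaluation: percent activation relative to tunicamycin reference.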
tim23-1 inh – tim23-1 yeast growth inhibition; S. cerevisiae tim23-1 growth, BacTiter-Glo luminescence, 24 h; inhibition, % at 20 µM; 330,000 compounds, 1.3% hits;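 active = growth inhibition of the mutant yeast at or above 50%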;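 note: temperature-sensitive mutant grown at 25 °C; plate controls were DMSO-treated mutant yeast for no effect and medium wells lacking yeast for full effect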
APJ agonist – activates the human apelin receptor APJ. 330,000 compounds, 0.11% hits. activation, % at 20 µM. P35414. CHO-K1 APJ PathHunter beta-arrestin, luminescence; 0% DMSO wells, 100% apelin;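 active = activation more than six SD over the plate average, tested at 20 µM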;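 note: 0% = DMSO alone and 100% = apelin-13 at 10 nM; some results filed as inactive read as strong as hits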
Target sequence (P35414 whole entry, looked up): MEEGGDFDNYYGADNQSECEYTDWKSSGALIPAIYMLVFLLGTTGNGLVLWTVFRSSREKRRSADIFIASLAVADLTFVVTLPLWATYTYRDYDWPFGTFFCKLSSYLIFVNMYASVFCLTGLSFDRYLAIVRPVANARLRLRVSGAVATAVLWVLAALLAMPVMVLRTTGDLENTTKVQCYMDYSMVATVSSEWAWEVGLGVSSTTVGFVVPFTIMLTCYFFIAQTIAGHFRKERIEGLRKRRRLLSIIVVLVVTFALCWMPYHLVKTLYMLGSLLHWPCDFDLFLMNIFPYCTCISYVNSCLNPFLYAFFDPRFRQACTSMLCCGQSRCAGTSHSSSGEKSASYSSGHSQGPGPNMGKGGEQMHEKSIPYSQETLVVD
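Test system: CHO-K1 APJ beta-arrestin complementation cell line | Compound: Single test compound dose, 20 µM final, 1% DMSO | Incubation: Compound 90 min 25 °C, reagent 1 h | Measured by: beta-gal luminescence | Read-out basis: APJ–arrestin association signal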
Mdm2-MdmX inh – human Mdm2/MdmX binding inhibition. AID 485346. 330,000 compounds, 3% hits. O15151+Q00987. SaOS-2 split-luciferase Mdm2/MdmX complementation, luminescence. inhibition, % at 8 µM;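 active = inhibition of at least 50% at 8 µM in the primary screen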
tim10-1 inh – inhibits growth of tim10-1 mutant yeast. S. cerevisiae tim10-1 ts strain growth, BacTiter-Glo, 24 h. inhibition, % at 20 µM. 330,000 compounds, 2.2% hits;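 active = inhibition of at least 40%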;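 note: mutant grown at 25 °C; 0% = DMSO wells with yeast and 100% = wells holding no yeast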
APJ antagonist – antagonists of human APJ apelin receptor. P35414. CHO-K1 APJ beta-arrestin complementation, luminescence. inhibition, % at 20 µM. 330,000 compounds, 0.32% hits;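 active = inhibition above about 40% at 20 µM, limit read from the data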;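 note: cells challenged with 10 nM apelin-13 agonist together with compound; plate controls were apelin-13 plus DMSO wells for no effect and DMSO wells lacking apelin-13 for full effect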
UPR CHOP act – activators of apoptotic arm of unfolded protein response (CHOP) | CHO-CHOP luciferase reporter, UPR activation, luminescence; percent of tunicamycin response over DMSO baseline | activation, % at 10 µM | 330,000 compounds, 0.34% hits | AID 449763;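 active = at 10 µM dose, activation of 40% or more, normalized to positive control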;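 note: 100% = tunicamycin at 10 µg/mL and 0% = DMSO alone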
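Assay system: CHO-CHOP cells, stable luciferase reporter of PERK-eIF2a-CHOP signalling / Buffer or medium: F12 plus 10% serum / Compound dosing: one dose, 10 µM in 0.5% DMSO / Times: 6 h compound treatment, 37 °C / Technique: luciferase luminescence / Read-out: % reporter activation, DMSO baseline versus tunicamycin full activation / Benchmarks: tunicamycin and DMSO controls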
TIM10 inh – inhibits growth of TIM10 yeast strain; S. cerevisiae TIM10 strain growth, BacTiter-Glo luminescence, 24 h; inhibition, % at 10 µM; 330,000 compounds, 1.4% hits;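 active = inhibition of 40% or more at the single tested concentration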;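 note: wild-type TIM10 isogenic control strain grown at permissive 25 °C; 0% = DMSO yeast wells and 100% = minimal medium wells without yeast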
Numbers without * were called inactive; . = not tested or not shown. The list is partial; rates above refer to the full screens.

The opening five entries, to show the layout:
SMILES	CXCR6 inh	XBP1 UPR activ	tim23-1 inh	APJ agonist	Mdm2-MdmX inh	tim10-1 inh	APJ antagonist	UPR CHOP act	TIM10 inh
CC(=C1C(=O)c2ccccc2C1=O)N1CCN(c2ccccn2)CC1	-3.7	-1.6	15.4	-1.5	6.5	-2.0	12.4	-0.7	2.6
O=S(=O)(NCc1cccnc1)c1ccc2ccccc2c1	-8.2	0.6	9.6	-1.2	9.5	7.4	-20.1	0.9	10.6
C/C(=N\N=C1\NC(=O)CC(C(=O)O)S1)c1ccc(F)cc1 (stereo not drawn)	9.2	-0.1	2.0	-2.3	0.2	4.7	7.0	1.3	-3.4
CCc1ccc(-c2cc(C)no2)cc1S(=O)(=O)N1CCN(c2ccc(C(C)=O)cc2)CC1	2.3	-1.5	12.3	0.6	30.6	-2.1	-11.4	-0.3	21.6
Cc1ccc(NC(=O)C(=O)NCCCN2CC(C(=O)O)CC2=O)cc1 (stereo not drawn)	0.7	-0.4	-7.0	2.3	-2.0	7.3	-3.9	-2.9	-17.3

The list itself, from the first entry:
SMILES	CXCR6 inh	XBP1 UPR activ	tim23-1 inh	APJ agonist	Mdm2-MdmX inh	tim10-1 inh	APJ antagonist	UPR CHOP act	TIM10 inh
CC(=C1C(=O)c2ccccc2C1=O)N1CCN(c2ccccn2)CC1	-3.7	-1.6	15.4	-1.5	6.5	-2.0	12.4	-0.7	2.6
O=S(=O)(NCc1cccnc1)c1ccc2ccccc2c1	-8.2	0.6	9.6	-1.2	9.5	7.4	-20.1	0.9	10.6
C/C(=N\N=C1\NC(=O)CC(C(=O)O)S1)c1ccc(F)cc1 (stereo not drawn)	9.2	-0.1	2.0	-2.3	0.2	4.7	7.0	1.3	-3.4
CCc1ccc(-c2cc(C)no2)cc1S(=O)(=O)N1CCN(c2ccc(C(C)=O)cc2)CC1	2.3	-1.5	12.3	0.6	30.6	-2.1	-11.4	-0.3	21.6
Cc1ccc(NC(=O)C(=O)NCCCN2CC(C(=O)O)CC2=O)cc1 (stereo not drawn)	0.7	-0.4	-7.0	2.3	-2.0	7.3	-3.9	-2.9	-17.3
COc1ccc(N2CCN(CC(=O)Nc3ccccc3C(=O)NCc3ccccc3)CC2)cc1	11.1	-5.5	31.5	-0.6	26.7	12.5	0.0	1.5	5.9
FC(F)(F)c1ccc(Cl)c(-n2c(-c3ccco3)n[nH]c2=S)c1	-23.0	-3.7	16.2	-0.8	5.9	24.7	11.6	1.4	7.1
Cn1c(=O)cc(SCC(=O)Nc2ccccn2)c2ccccc21	.	-0.1	6.2	-1.9	47.6	22.6	5.9	-1.2	3.2
Cc1c(CC(=O)N2CCN(C(=O)C3COc4ccccc4O3)CC2)c(=O)oc2c(C)c(O)ccc12 (stereo not drawn)	11.6	-1.0	4.4	-6.4	8.5	-9.9	5.9	-0.1	0.8
COc1ccc(CN(C)CC(=O)Nc2cccc(S(N)(=O)=O)c2)c(OC)c1OC	0.0	0.9	0.0	-4.6	-23.0	5.2	9.1	2.6	-18.1
O=C1CCCCCN1Cc1ccccc1	-1.5	-1.4	-1.8	-0.6	4.1	15.6	6.7	0.9	-9.3
CC(C)NC(=O)C1(c2ccccc2)CC1(Cl)Cl (stereo not drawn)	-3.3	2.7	-3.9	-3.8	12.2	8.4	6.5	-1.2	-1.6
COc1ccc(OCCC(=O)OCC(=O)NC(=O)NC2CCCCC2)cc1	2.2	-6.1	28.7	6.8	14.0	27.0	-8.5	-0.1	19.9
Cc1nn(Cc2ccc(F)cc2)c(C)c1NC(=O)c1noc2c1CCCCC2	-3.3	0.1	20.4	1.4	17.8	23.3	22.9	0.1	9.8
Cn1c(N)c(C(=O)CSc2nnc(C3CC3)n2N)c(=O)n(C)c1=O	-1.1	1.5	4.9	-3.4	10.8	6.7	14.9	0.0	5.4
CN(Cc1ccccc1F)C(=O)COc1ccc(C(=O)c2ccccc2)cc1	2.0	0.1	18.8	-1.0	8.6	15.2	7.8	1.9	-14.1
O=S(=O)(c1ccc(Cl)cc1)N1CCN(CCc2ccncc2)CC1	-1.3	-1.4	10.1	-4.9	16.5	5.2	-1.1	3.4	-1.1
CCOC(=O)c1cccc(NC(=O)CS(=O)(=O)Cc2nc(-c3cccc(OC)c3)oc2C)c1	2.2	-1.6	10.8	-1.3	24.1	15.8	-3.4	1.8	10.2
CC1=C(C(=O)Nc2cc(C)ccc2C)C(c2cccs2)NC(=S)N1 (stereo not drawn)	-6.9	-0.6	7.1	-1.4	-17.5	19.3	-11.9	-1.3	8.6
O=C(CCn1nc(-c2ccccc2)ccc1=O)NCCCN1CCCCCC1	1.8	-1.0	-1.8	-0.5	-15.6	-12.5	-12.7	1.3	-1.6
Cc1ccc(S(=O)(=O)N2CCCC2)cc1S(=O)(=O)N1CCCC1	-7.7	-2.0	24.5	24.7	1.1	11.8	-14.8	0.7	5.0
O=C(NNC(=O)c1csc(-c2cccnc2)n1)Nc1ccc(Cl)cc1	-10.7	-0.5	-1.7	1.3	-19.0	-6.7	0.1	0.6	-6.8
O=C(COc1ccc(S(=O)(=O)NC2CCCCC2)cc1)NC1CCCC1	0.3	-2.3	5.0	-1.4	-1.0	8.8	0.4	0.5	4.2
CCCC[C@@]1(C2CCCC2)Cc2cc(OCC(=O)O)c(Cl)c(Cl)c2C1=O	-0.2	-6.2	-1.9	-2.4	10.9	-6.9	2.3	2.3	4.1
Cc1ccccc1NC1=NC(=S)N(CC(N)=O)C12CCOC(C)(C)C2 (stereo not drawn)	7.2	-0.2	-3.9	2.1	-11.3	-3.7	13.1	1.6	-4.3
Later entries
SMILES	CXCR6 inh	XBP1 UPR activ	tim23-1 inh	APJ agonist	Mdm2-MdmX inh	tim10-1 inh	APJ antagonist	UPR CHOP act	TIM10 inh
CCOC(=O)c1ccc(NCc2cccnc2)cc1	0.8	-0.2	-1.1	-1.9	-0.9	-11.7	-22.7	1.9	-1.2
Cc1ccc(C)c(-n2cc(CN3CCN(C(=O)c4ncn[nH]4)CC3)c(-c3ccccc3)n2)c1	2.4	-0.8	15.1	-3.9	6.1	16.5	-4.8	-1.5	19.1
CN(C)C(CNc1ncnc2sccc12)c1ccccc1 (stereo not drawn)	-3.4	2.1	13.5	-0.7	-18.1	2.2	7.0	1.8	0.1
CCCNC(=O)c1ccc2c(=O)c(O)c(-c3ccsc3)[nH]c2c1	-2.4	1.9	3.8	6.6	56.8*	9.4	-21.5	1.4	-36.3
CC(C)(C)c1ccc(S(=O)(=O)N2CCN(C(=O)C3CCC3)CC2)cc1	-0.1	-6.1	18.3	-3.6	30.9	22.3	8.2	1.4	-3.6
Cc1cccc(C)c1NC(=O)COC(=O)c1cc[n+]([O-])cc1	-3.6	-2.9	-1.8	0.5	-9.9	-13.1	23.8	1.1	-1.7
NC(=O)C1CCCN(C(=O)CCC(=O)c2cccs2)C1 (stereo not drawn)	-3.1	1.8	-4.5	0.8	3.9	-12.0	9.5	-1.5	-0.2
CCN(CC)S(=O)(=O)c1ccc(N2CCN(S(=O)(=O)c3ccc4c(c3)OCCO4)CC2)nc1	-0.4	-1.1	15.2	-3.3	2.7	17.1	-0.9	-1.4	11.0
O=C(c1cccc(C(=O)N2CCN(c3ccccc3)CC2)c1)N1CCN(c2ccccc2)CC1	-0.1	0.9	36.1	-2.6	-5.6	23.8	-1.7	0.2	29.9
O=C(NC(=S)Nc1ccc(S(=O)(=O)N2CCCCC2)cc1)c1ccccc1	18.0	-3.2	3.2	-1.1	22.3	3.6	16.6	2.7	-3.7
CC(C)(C)c1[nH]nc2c1C(C1C=CCCC1)C(C#N)=C(N)O2 (stereo not drawn)	1.0	1.1	27.0	1.6	-6.2	25.9	-13.4	-2.0	18.3
CCN1CCN(c2ccc(NC(=O)Cc3ccccc3)cc2)CC1	-1.3	0.0	-3.8	-1.9	-4.3	5.2	5.3	1.4	12.0
COc1ccc(N2C(=O)C(O)C2c2ccc(C)cc2)cc1 (stereo not drawn)	-2.7	-3.7	13.7	2.8	17.5	15.9	13.0	5.3	11.6
CCOc1ccc(-n2cnc3c(=O)[nH]c(N)nc32)cc1	1.1	3.8	14.5	-4.7	-4.1	-12.3	-7.3	-0.7	6.9
O=C(C1CCN(S(=O)(=O)c2ccc(Br)s2)CC1)N1CCN(C2CCCCC2)CC1	1.1	-4.0	5.1	-2.3	15.4	2.5	13.2	-0.5	11.7
C=CCN1CC(c2nc3ccccc3n2Cc2cccc3ccccc23)CC1=O (stereo not drawn)	10.9	-2.5	27.2	-1.5	15.2	45.0*	18.8	0.2	30.0
COc1ccc(OC)c(S(=O)(=O)Nc2c(C)nn(C)c2C)c1	-8.0	-2.2	-19.6	-3.7	20.0	-8.6	24.9	2.1	3.3
COc1ccc(CNC(=O)C2CCC(CNC(=O)[C@@H]3Cc4ccccc4CN3)CC2)cc1 (stereo partly drawn)	5.5	-2.9	-1.6	-5.0	2.9	-4.5	-10.8	0.0	-5.1
Cc1ccnc(SCC(=O)Nc2sccc2C#N)n1	-1.9	0.6	9.7	6.3	-12.9	-8.6	5.7	1.0	1.2
O=C(NCC1CCCO1)C1CCN(C2CCN(C3CCCCCC3)CC2)CC1 (stereo not drawn)	-7.4	-0.5	-3.4	-2.5	-13.1	-65.8	3.5	0.0	-211.4
CCOC(=O)C1=C(O)C(=O)N(Cc2ccccc2)CC1	-0.4	-1.0	21.9	-3.1	-6.2	18.4	-7.8	-2.6	-8.2
Cc1ccc2c(c1)C(=O)CCCCC(=O)N2	-21.1	1.1	19.8	-1.8	-21.7	-2.5	-12.3	-0.6	13.6
CCOC(=O)C1CCN(C(=O)CCc2ccc(S(=O)(=O)NC(C)C)cc2)CC1	-12.6	-2.5	1.4	-0.9	15.8	-6.0	15.1	0.7	0.5
CCOC(=O)C1=C(CN2CCN(C(=O)c3ccco3)CC2)NC(=O)NC1c1ccccc1 (stereo not drawn)	5.3	0.2	12.9	-2.3	9.8	19.2	-13.4	0.5	5.3
Cc1ncc(CC(=O)n2cc(C(=O)c3cc(F)ccc3O)cn2)s1	-0.2	-0.4	21.6	-3.4	-1.2	13.4	8.5	2.3	20.8
CSc1ccc(Cl)c(C(=O)OCC(=O)N2CCNC2=O)c1	-12.1	-2.5	11.5	-5.2	-1.4	-0.2	0.1	1.3	7.7
COc1ccccc1/C=N/NC(=O)c1sc(C)nc1C	-4.8	3.9	11.3	-2.2	-5.1	-0.7	-14.9	-0.1	7.5
Cn1c(N)c(C(=O)COC(=O)Cc2ccc(Br)cc2)c(=O)n(C)c1=O	6.3	-2.0	-5.9	-3.0	-22.4	-4.5	11.6	-0.8	-8.0
CCN(CC(=O)Nc1c(F)cccc1F)C(=O)c1nc2nccc(C)n2n1	-5.7	-4.2	10.5	-1.5	11.9	3.8	-10.7	0.3	6.5
CCOc1nc(N2CCOCC2)nc(C)c1[N+](=O)[O-]	-10.1	1.6	-9.9	0.9	3.6	-35.8	0.5	-1.3	-21.0

Assay outcomes as filed in PubChem BioAssay.
